Screening results as filed in PubChem.
CD40 NFkB inh: CD40 pathway inhibition in BL2 cells | BL2 NF-kB luciferase reporter, CD40L-induced, 4 h | AID 1053188 | inhibition, % at 10 µM | actives 0.94% (n = 83,000);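 active = mean inhibition of at least 50% with a set share of replicates also reaching that level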;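 also: 0% = neutral control wells and 100% = IKK inhibitor VII at 50 µM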
Starred values were filed as active, the others as inactive; [ ] = dose if it differs, or a comment. An excerpt; count on the stated rates, not on these rows.

SMILES	CD40 NFkB inh
COc1cc2c(cc1OC)C(c1ccc(-c3cc(Cl)ccc3Cl)o1)=NCC2	9.3
O=C(COc1ccccc1)N1CCN(c2nnc(-c3ccccc3)c3ccccc23)CC1	11.4
CCOc1ccccc1C(=O)NCCC(=O)O	10.4
Nc1nnc(SCC(=O)OCC(=O)NC2CCCCC2)s1	-0.2
COc1ccc(CNC(=O)CCn2c(=O)c3cccn3c3ccc(F)cc32)cc1	17.8
COCC(C)NC(=O)c1ccc(N(C)C)cc1 (stereo unspecified)	-4.7
CSc1ccc(C(=O)C2CCCN(C(=O)c3nonc3C)C2)cc1 (stereo unspecified)	-6.3
c1cnc(N2CCN(Cc3c[nH]c4ccccc34)CC2)nc1	6.2
COc1ccc(CCNC(=O)CSc2nc3[nH]ncc3c(=O)n2-c2ccc(C)c(Cl)c2)cc1OC	4.1
CN(CC(=O)Nc1cccc(F)c1)C(=O)CCNC(=O)c1ccco1	4.2
COC(=O)C1CC(O)C(O)C(O)C1 (stereo unspecified)	4.5
COC(=O)[C@H](C)NC(=O)Nc1cccc(C(F)(F)F)c1	7.8
Cc1noc(C)c1S(=O)(=O)N(C)C[C@@H]1OCCCC[C@H](C)Oc2ccc(N(C)C)cc2C(=O)N([C@@H](C)CO)C[C@H]1C	-16.5[25 µM]
Cc1nc(-c2ccc(S(=O)(=O)N3CCN(c4ccccc4)CC3)cc2)co1	2.5
N#Cc1ccccc1NC(=O)C(=O)NCCCN1CCCC1=O	-4.1
Cc1sc2nc(CSc3ccccc3)nc(N3CCN(C)CC3)c2c1C	-7.8
C[C@@H]1CN([C@H](C)CO)C(=O)c2cc(-c3cccc(C(=O)N(C)C)c3)cnc2O[C@@H]1CN(C)S(=O)(=O)c1ccc(F)cc1	-6.7[25 µM]
C[C@H]1CN([C@@H](C)CO)C(=O)c2c(c3ccccc3n2C)-c2ccccc2CO[C@H]1CN(C)S(=O)(=O)c1cccs1	2.6[25 µM]
C=CCN(Cc1cccs1)C(=O)CN1CCN(S(=O)(=O)c2ccc3c(c2)OCCCO3)CC1	4.1
O=C(C[C@@H]1C=C[C@H](NC(=O)Nc2ccc3c(c2)OCO3)[C@H](CO)O1)NCc1ccccc1	7.3
O=C(O)c1cc2c(s1)CCCC2	8.8
CCN(C[C@H]1N[C@H](CO)[C@H]1c1ccc(-c2cccc(F)c2)cc1)C(=O)COC	-9.4[25 µM]
CC(C)(C)c1ccc(C(=O)N2CCC2(C)C(=O)Nc2ccc3[nH]ncc3c2)cc1 (stereo unspecified)	21.7
Cn1cc(Br)c(C(=O)NC2C3CC4CC(C3)CC2C4)n1 (stereo unspecified)	-2.6
CNCCCOc1ccc(C)cc1OC	6.7
Following part.
SMILES	CD40 NFkB inh
CCC(=O)Nc1nnc(S(=O)(=O)N(C)Cc2ccco2)s1	3.0
O=C(NNC(=O)C1COc2ccccc2O1)c1ccccc1O (stereo unspecified)	-6.1
CSc1nsc(SC)c1NC(=O)Nc1ccccn1	3.4
O=C(O)c1cc(-c2ccc(/C=N/Nc3ccc(Cl)cc3)o2)ccc1Cl	4.0
CCc1nc2c(sc3nc4c(cc32)COC(C)(C)C4)c(=O)n1CCN(CC)CC	-4.1
O=C(NCC(=O)N1CCN(c2ccc([N+](=O)[O-])cc2)CC1)c1ccco1	5.7
COc1cc(C(=O)OCCCN(C)C)cc(OC)c1OC	-0.3
Cc1cc(CN(C)C(=O)c2cc(COc3ccc4ncccc4c3)on2)on1	2.6
C[C@H]1CN([C@@H](C)CO)C(=O)CCCn2nncc2CO[C@@H]1CN(C)S(=O)(=O)c1ccc2c(c1)OCCCO2	3.3[25 µM]
COCc1cc(C)nc2sc3c(=O)oc(C)nc3c12	0.2
O=S(=O)(c1cc(Cl)ccc1Cl)n1cccn1	-0.6
CC(=O)Nc1ccc(NC(=O)CCCc2c[nH]c3ccccc23)cc1	3.7
O=C(CCCc1nc2ccccc2s1)NCc1cccnc1	-27.7
CC1CCCCC12NC(=O)N(CC(=O)Nc1ccccc1F)C2=O (stereo unspecified)	4.4
CCC1(c2ccc(OC)cc2)NC(=O)N(CC(=O)N2CCc3ccccc32)C1=O (stereo unspecified)	8.3
COCCNC(=O)C[C@H]1CC[C@H]2[C@H](COc3ccc(NC(=O)Nc4cccc(F)c4)cc3C(=O)N2C)O1	-12.1[25 µM]
O=C(Nc1ccc(F)cc1)N1CC(=O)N2[C@H](CO)[C@H](c3ccc(C#Cc4cccnc4)cc3)[C@@H]2C1	11.6[25 µM]
C=CCN1C(=O)c2ccc(C(=O)Nc3ccccn3)cc2C1=O	-11.2
COc1ccc(S(=O)(=O)NC(C)C(=O)O)cc1 (stereo unspecified)	-17.9
CCc1nc2ccc(C(=O)NCCc3ccccn3)cn2c1N(CC)Cc1cccc(Br)c1	13.7
COC(=O)c1ccc(COC(=O)c2ccc(CO)cc2)o1	-1.6
COc1ccc(N2C(=O)CC(N3CCN(S(=O)(=O)c4c(C)cc(C)cc4C)CC3)C2=O)cc1 (stereo unspecified)	-5.4
C[C@@H]1CC=CC[C@@H](c2ccc3c(c2)OCO3)NC(=O)[C@H](C)N(C)C(=O)c2ccccc2O1 (mixture of isomers)	13.4[25 µM]
CC(C)NC(=O)Nc1ccc2c(c1)CC(=O)N(C)C[C@@H](C)[C@@H](CN(C)C)O2	-4.7
CCc1ccc(NC(=O)C2CC(=O)N=C(N)S2)cc1 (stereo unspecified)	4.7

Four of these compounds in another layout.
COCc1cc(C)nc2sc3c(=O)oc(C)nc3c12
  CD40 NFkB inh: 0.2
O=S(=O)(c1cc(Cl)ccc1Cl)n1cccn1
  CD40 NFkB inh: -0.6
CC(=O)Nc1ccc(NC(=O)CCCc2c[nH]c3ccccc23)cc1
  CD40 NFkB inh: 3.7
O=C(CCCc1nc2ccccc2s1)NCc1cccnc1
  CD40 NFkB inh: -27.7

Given with each value named: entries from further up.
> CC(C)NC(=O)Nc1ccc2c(c1)CC(=O)N(C)C[C@@H](C)[C@@H](CN(C)C)O2
  CD40 NFkB inh: -4.7
> CCc1ccc(NC(=O)C2CC(=O)N=C(N)S2)cc1 (stereo unspecified)
  CD40 NFkB inh: 4.7

More results
SMILES	CD40 NFkB inh
COc1cccc(NC(=O)[C@H](C)NC(=O)N2CCn3c2nc2ccccc23)c1	11.9
COc1ccc2c3c([nH]c2c1)[C@@H](CO)NCC31CN(S(=O)(=O)c2cccs2)C1	-20.1[25 µM]
O=C(Cc1ccc(Cl)cc1)c1c[nH]c(C(=O)NCc2cccnc2)c1	4.9
COc1cccc(CCc2ccccc2OCC[C@@H]2C[C@@H](O)CN2C)c1	-12.9[25 µM]
Cc1ccc(S(=O)(=O)NN(Cc2ccccc2)Cc2ccccc2)cc1	-1.1
CC(=O)N1CCN(C(=O)c2c(-c3ccccc3)noc2C)CC1	-8.3
O=C(NCCS(=O)(=O)NCc1ccco1)c1ccccc1	4.7
O=C(C[C@H]1CC[C@H]2[C@@H](COC[C@H](O)CN2C(=O)Nc2cccc(F)c2)O1)NCCCN1CCOCC1	-39.4[25 µM]
COc1ccc(-c2ccc(=O)n(CC(=O)Nc3ccc4c(c3)OCCO4)n2)cc1	2.7
Cc1c(CNC(=O)c2c([N+](=O)[O-])cnn2C)cnn1C	11.2
CC(=O)c1ccc(OCC(C)C)c(CC(C(N)=O)C(N)=O)c1	-8.2
CC(Sc1nnc(-c2cccnc2)n1C)C(=O)N1CCOCC1 (stereo unspecified)	4.7
Clc1nc(CN2CCCCC2)nc2sc3c(c12)CCCC3	55.2*
COC(=O)c1scc2c(=O)cc(C(F)(F)F)[nH]c12	-4.2
Cc1cc(C)c(S(=O)(=O)Cc2ccc(Cl)cc2)c(=O)[nH]1	1.5
COc1ccccc1NC(c1cccnc1)c1ccc2cccnc2c1O (stereo unspecified)	49.1*
Cc1cccc(OCC(=O)Nc2nnn(C)n2)c1C	2.3
CC(=O)NC(Cc1ccc(F)cc1)C(=O)O (stereo unspecified)	2.7
COc1ccc(Cn2nnc3c(=O)[nH]c(C4CCCN(C(=O)c5ccccc5)C4)nc32)cc1 (stereo unspecified)	-1.9
COc1ccc(C=C2SC(=S)NC2=O)cc1	-32.8
COc1cccc(CNC(=O)C[C@@H]2CC[C@H]3[C@@H](COc4ccc(NS(=O)(=O)c5ccccc5F)cc4C(=O)N3C)O2)c1	-9.4[25 µM]
N#C[C@H]1[C@H](c2ccc(C3=CCCC3)cc2)[C@@H](CO)N1C(=O)C1CCOCC1	-13.0[25 µM]
COc1ccccc1NC(=O)N1CCCCN2[C@H](C1)[C@@H](c1ccc(-c3ccc(C)cc3)cc1)[C@@H]2CO	6.4[25 µM]
O=C(NCCN1CCOCC1)Nc1ccc(F)cc1	11.6
COc1cc2c(=O)[nH]c3cc([N+](=O)[O-])ccc3c2cc1[N+](=O)[O-]	16.7
The list continues.
SMILES	CD40 NFkB inh
CCOC(=O)C1CCCN(C(=O)c2cccc(S(=O)(=O)N(Cc3ccccc3)c3ccccc3OC)c2)C1 (stereo unspecified)	15.2
O=C(C[C@@H]1CC[C@H]2NC[C@H](O)COC[C@@H]2O1)NCCN1CCCCC1	-7.9[25 µM]
Cn1c(C(=O)N2CCN(c3ccccn3)CC2)cc2ccccc21	-9.4
C[C@H]1CN([C@@H](C)CO)C(=O)CCCn2nncc2CO[C@H]1CN(C)Cc1cccc(C(F)(F)F)c1	14.9[25 µM]
COc1ccc(CNC(=O)N2CCN(C(=O)c3ccccc3)CC2)cc1	4.8
COCCNC(=O)CN1CCN(S(=O)(=O)c2ccc3c(c2)CCCC3)CC1	5.1
O=C(NCC(=O)N1CCCC(C(F)(F)F)C1)c1ccc2ccccc2c1 (stereo unspecified)	-2.1
COCCCNC(=O)CC(C)c1ccccc1 (stereo unspecified)	4.4
CCOC(=O)c1c(C)c(C(=O)Nc2ccc(F)cc2)c(C)n1C	-14.8
CC1CN(C(=O)c2ccc(C(=O)c3ccccc3)cc2)CC(C)O1 (stereo unspecified)	2.9
CC1(C(=O)NS(=O)(=O)c2ccc(Cl)s2)CCN1C(=O)c1ccc(C2CCCCC2)cc1 (stereo unspecified)	-4.4
COc1cccc(-n2cc(CN(C)Cc3nc(Cc4ccccc4)no3)cn2)c1	7.0
CCCn1c(CN2CCCCC2CC)nc2c1c(=O)n(C)c(=O)n2C (stereo unspecified)	5.6
C/C=C/c1ccc([C@@H]2[C@@H](CO)N(C(=O)c3ccccc3)C23CN(C(C)=O)C3)cc1	1.9[25 µM]
N#C[C@H]1[C@H](c2ccc(-c3ccccc3F)cc2)[C@@H](CO)N1C(=O)C1CC1	17.5
Cc1cc(C)n(Cc2ccc(NC(=O)c3c([N+](=O)[O-])c(C)nn3C)cc2)n1	8.0
COCCNC(=O)CN(c1cc(Cl)ccc1OC)S(C)(=O)=O	6.1
Cc1nc(-c2ccc(C(=O)N3CCCC3)cc2)cs1	-29.3
CC(C)CNC(=O)NC(=O)COC(=O)COc1ccc(Cl)cc1Cl	11.0
CC(C)(C)n1ncc2c(=O)n(Cc3ccc(Cl)cc3)cnc21	9.6
CC(N=C(NC#N)Nc1ccncc1)C(C)(C)C (stereo unspecified)	6.9[25 µM]
O=C(Nc1ccc(Cc2ccc(NC(=O)Nc3cccnc3)cc2)cc1)Nc1cccnc1	-14.6
Cc1ccc(-c2nn3c(C)nnc3s2)cc1NC(=O)c1cccs1	-6.5
C[C@H]1CN([C@@H](C)CO)C(=O)c2c(c3ccccc3n2C)-c2ccccc2CO[C@H]1CN(C)S(=O)(=O)c1ccc(F)cc1	10.8
CCN(CC)S(=O)(=O)c1cc(NC(=O)c2ccccc2OCc2c(C)noc2C)ccc1C	-2.6

Quoted from the results shown (two entries):
SMILES	CD40 NFkB inh
C[C@H]1CN([C@@H](C)CO)C(=O)c2c(c3ccccc3n2C)-c2ccccc2CO[C@H]1CN(C)S(=O)(=O)c1ccc(F)cc1	10.8
CCN(CC)S(=O)(=O)c1cc(NC(=O)c2ccccc2OCc2c(C)noc2C)ccc1C	-2.6

Other compounds:
SMILES	CD40 NFkB inh
Cc1ccc2[nH]c(=O)c(N3CCOCC3)c(-c3ccccc3)c2c1	7.5
O=C(C/C=N/OCc1ccc(Cl)cc1)c1cnc(-c2ccccc2)s1	18.9
CC(C)(C)c1nnc(NC(=O)c2cccs2)s1	-30.6
O=C(CSC(=S)N1CCCC1)N1CCN(S(=O)(=O)c2cccc(F)c2)CC1	-1.1
COc1ccc(C(=O)NNC(=O)CSc2nnnn2C)cc1	7.0
Cc1cccn2c(=O)nc(SCC(=O)N3CCCC3)nc12	7.2
O=C(COC(=O)/C=C/c1ccc(Br)o1)Nc1ccccc1F	-5.4
COc1ccc(CN2CCN(C(=O)c3ccco3)CC2)cc1OCc1ccccc1	10.7
CO[C@@H]1CN(C)C(=O)c2ccc(NS(=O)(=O)c3c(C)noc3C)cc2OC[C@H](C)NC[C@@H]1C	-6.9[25 µM]
CSc1ncccc1C(=O)OCC(=O)NCCC1=CCCCC1	-3.2
O=C(COC(=O)Cc1c(F)cccc1Cl)NCc1ccc2c(c1)OCO2	12.8
Cc1c(C(=O)NC2CCCc3ccccc32)oc2ccc(S(=O)(=O)N3CCCC3)cc12 (stereo unspecified)	6.3
C[C@H]1CCCCO[C@H](CN(C)S(C)(=O)=O)[C@@H](C)CN([C@@H](C)CO)C(=O)c2cc(NC(=O)NC3CCCCC3)ccc2O1	-2.7[25 µM]
CCn1c(=S)[nH]c2c(c1=O)C(C)(C)Cc1ccccc1-2	-8.5
N#C[C@@H]1[C@@H](c2ccc(C3=CCCC3)cc2)[C@@H](CO)N1C(=O)NC1CCCCC1	28.0[25 µM]
O=C(CC1Nc2ccccc2NC1=O)NCCCN1CCCCCC1 (stereo unspecified)	7.0
O=C1CNC(=O)c2c(nc3n2CCC3)N1	-4.1
CC(=O)OC1CCC2C3CCC4=C(CC(F)C(=O)C4)C3CCC12C (stereo unspecified)	15.4
O=C(NC(c1ccccc1)c1ccccc1)C1CCCC1	5.5
Cc1ccc2nc(SCC(=O)Nc3ccc4[nH]c(=O)[nH]c4c3)[nH]c2c1	0.6
Cc1csc(SCc2nnc(-c3ccc(Cl)cc3)o2)n1	-11.7
O=C(NCCc1cccc(F)c1)C1CC(O)CN1C(=O)Nc1ccccc1 (stereo unspecified)	6.1
